High-throughput results deposited in PubChem by National Center for Advancing Translational Sciences (NCATS).
A549 tox = A549 cytotoxicity, counter-screen for Nrf2 inhibitors. AID 504648. A549 ARE-Fluc cells, CellTiter-Fluor viability, 18-24 h. 0.16% of 390,000 active. Potency, µM (doses to about 46 µM), without a hit: at the highest dose activity change, negative = cytotoxicity, usual class: inhibitors; further: potency means the concentration at half of the fitted maximal effect; on the % scale 0 is the no-effect control and ±100 the full control effect
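A549 ARE-Fluc cells in 5% FBS OPTI-MEM, 5000 cells/well, rested 2 h then exposed to compounds in concentration-response for 18-24 h at 37 °C. Viability by CellTiter-Fluor fluorescence (Ex 405/Em 525) after 30 min; luciferase luminescence (BugLite, 15 min, RT) read afterwards.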
ATXN2 expr inh = ATXN2 expression inhibition. HEK-293 ATXN2-luciferase reporter, luminescence, 24 h. 0.72% of 360,000 active. Potency, µM (top dose mostly 57 µM), inactives show at the top dose activity change, negative = inhibition, actives largely listed as inhibitors; further: potency means the concentration at half of the fitted maximal effect; on the % scale 0 is the no-effect control and ±100 the full control effect; nearly all actives have a fitted effect of over 55% in size
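qHTS (up to 57 uM final) was run with 24 h compound exposure of reporter cells at 37 °C. Each well was multiplexed: SteadyGlo luminescence measured ATXN2-luciferase expression after a fluorogenic Gly-Phe-AFC viability readout (25 uM final).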
IL1B secr inh = inhibitors of inflammasome signaling (IL-1 beta secretion); THP-1 LPS/ATP IL-1B secretion, AlphaLISA, 16 h; active compounds read low; activity change, % at 57.5 µM; 4.7% of 360,000 active; in the data active means activity change below about -50%; inconclusive means mostly about -30% to -49%; further: on the % scale 0 is the no-effect control and ±100 the full control effect
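THP-1 cells pretreated 1 hr with compounds (up to 57.5 uM final), then stimulated with LPS (250 ng/mL final) plus ATP (1.25 mM final); secreted IL-1B measured by AlphaLISA after 16 hr, decreased signal indicating inhibition.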
HepG2 tox = counter-screen for TGF-b inhibitors: cytotoxicity in HepG2 cells | HepG2 CAGA-GFP viability, ATP luminescence, 18 h | Potency, µM (highest dose often 46.1 µM), for the others: at the top dose activity change, negative = cytotoxicity, usual class: cytotoxic | 0.76% of 410,000 active; further: potency means the concentration at half of the fitted maximal effect; some results filed as inactive show a strong effect at the top dose
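HepG2 CAGA-GFP cells (1000/well, DMEM with 1% FBS) received compound, then TGF-beta at 500 pg/mL final, and were incubated 18 hours at 37 degrees C. Viability was read by CellTiter-Glo luminescence. Media-only wells were set as complete cell-killing and DMSO as no toxicity.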
Nrf2 activator = Nrf2 pathway activation | Potency, µM (titrated, usually from 46.1 µM), for inactives: top-dose activation, hits mostly activators | AREc32 ARE-luciferase reporter (MCF7-derived line), luminescence, 24 h | AID 624171 | 0.31% of 410,000 active; further: potency means the concentration at half of the fitted maximal effect; % of control where 0% means no effect; nearly all actives have a fitted effect of over 65% in size
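ARE-driven firefly luciferase activity in AREc32 cells measured after a 24 hr compound exposure at 37 deg C, using Steady-Glo reagent and a 30 min room-temperature hold.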
Nrf2 block = blocks Nrf2 signaling | A549 ARE-Fluc reporter, luciferase luminescence, 18-24 h | Potency, µM (highest dose often 46 µM), for the others: top-dose activity change, negative = inhibition, actives largely listed as inhibitors | 2.1% of 360,000 active | AID 504444; further: potency means the concentration at half of the fitted maximal effect; on the % scale 0 is the no-effect control and ±100 the full control effect; nearly all actives have a fitted effect of over 60% in size
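In this cell-based qHTS, ARE-driven firefly luciferase in A549 cells reports Nrf2 activity; the luminescent signal after BugLite lysis is the measured value, with a prior CellTiter-Fluor read for cell health.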
ATXN viability = reduces viability in counter-screen for ATXN expression inhibitors; S2 cells (HEK-293 line with an ATXN2-luciferase reporter) viability, CellTiter-Fluor protease fluorescence, 24 h; Potency, µM (highest dose often 56.7 µM), hits mostly cytotoxic; 0.49% of 400,000 active; further: potency means the concentration at half of the fitted maximal effect; nearly all actives have a fitted effect of over 40% in size
TGFb inhibitor = inhibitors of TGF-b signaling. HepG2 CAGA-GFP TGF-b/SMAD3 reporter, GFP fluorescence, 18 h; TGF-beta stimulated, 500 pg/mL final. Potency, µM (doses to about 46.1 µM), for inactives: at the top dose activity, negative = inhibition, usual class: inhibitors. 1.2% of 410,000 active. AID 588855; further: potency means the concentration at half of the fitted maximal effect; on the % scale 0 is the no-effect control and ±100 the full control effect; nearly all actives have a fitted effect of over 65% in size
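First, reporter cells (HEPG2 CAGA-GFP) rested 2 h at 37 degrees C. Next, compounds were pinned in and TGF-beta added to 500 pg/mL final. After 18 h, GFP was imaged per cell and summed per well.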
MCF10A rereplic = inducers of DNA re-replication in MCF 10A breast cells; MCF 10A DNA re-replication, Hoechst nuclear intensity, 48 h; 2.9% of 350,000 active; Potency, µM (doses to about 46.1 µM), inactives show at the top dose activity, positive = re-replication, hits mostly activators; further: potency means the concentration at half of the fitted maximal effect; % of control where 0% means no effect; nearly all actives have a fitted effect of over 50% in size
Active calls of the source: *; [ ] = remark or other dose. Unless noted, the call rests on the fitted dose curve; in most records, active means well fitted curve in the direction sought with a large enough effect; inconclusive means small, poorly fitted or top-dose-only effect, or another doubt; inactive means no such curve, though single readings can be large; an effect the other way counts as inactive or inconclusive.

For Cc1ccc(CCNC(=O)C2CC(=O)N(CCc3ccc(C)cc3)C2)cc1 (stereo unspecified) the results were A549 tox -2%, HepG2 tox -13%, Nrf2 activator -0.7% and TGFb inhibitor -6%.
Screening CC(O)c1cccc(NC(=O)CCCc2ccccc2)c1 (stereo unspecified) returned A549 tox 7%, IL1B secr inh 6, HepG2 tox -14%, Nrf2 activator 3.5%, Nrf2 block inconclusive, ATXN viability inactive, TGFb inhibitor -6% and MCF10A rereplic -1%.
`O=C(CCCN1CCC(NC(=O)c2ccccc2)CC1)c1ccc(Cl)cc1` gave A549 tox 0%, ATXN2 expr inh -15%, IL1B secr inh 0, HepG2 tox -25%, Nrf2 activator 2.0%, Nrf2 block 8%, ATXN viability inactive, TGFb inhibitor 0% and MCF10A rereplic 1%.
For O=C(c1ccccc1)N1CCN(CC#Cc2ccccc2)CC1 the results were A549 tox 19%, ATXN2 expr inh 56%[activator], IL1B secr inh -12, HepG2 tox -2%, Nrf2 activator 2.2%, ATXN viability inactive, TGFb inhibitor 3% and MCF10A rereplic 0%.
Screening O=C(Nc1ccc(Br)cc1)C(c1ccccc1)c1ccccc1 returned A549 tox -8%, ATXN2 expr inh -1%, IL1B secr inh 12, HepG2 tox -32%, Nrf2 activator -0.9%, Nrf2 block 2%, ATXN viability inactive, TGFb inhibitor -5% and MCF10A rereplic 4%.
`Cc1c(C)c2ccc(OCC(=O)Nc3nccs3)cc2oc1=O` gave A549 tox -4%, IL1B secr inh -18, HepG2 tox 0%, Nrf2 activator 1.3%, Nrf2 block inconclusive, ATXN viability inactive, TGFb inhibitor 0% and MCF10A rereplic -5%.
COc1cccc(-c2ncnn2-c2sc3c(c2C#N)CCCCC3)c1OC was read as A549 tox -1%, ATXN2 expr inh -5%, HepG2 tox -5%, Nrf2 activator 0.0%, Nrf2 block 17%, ATXN viability inactive and TGFb inhibitor -4%.
Cc1ccc(C(=O)N2CC(=O)Nc3ccc(C)cc3C2c2ccccc2)cc1 (stereo unspecified) was read as A549 tox 0%, ATXN2 expr inh 0%, IL1B secr inh 30, HepG2 tox 9%, Nrf2 activator 0.8%, Nrf2 block inconclusive, ATXN viability inconclusive, TGFb inhibitor 10% and MCF10A rereplic 22%.
O=C1CN(C(=O)COc2ccc(Cl)cc2Cl)c2ccccc2N1 was read as A549 tox 1%, ATXN2 expr inh 2%, IL1B secr inh -17, HepG2 tox 2%, Nrf2 activator 0.2%, Nrf2 block -20%, ATXN viability inactive, TGFb inhibitor 2% and MCF10A rereplic 3%.
For O=C(CCC(=O)N1Cc2ccccc2Oc2ncccc21)NCc1cccc(Cl)c1 the results were A549 tox -1%, ATXN2 expr inh -10%, HepG2 tox 1%, Nrf2 activator 0.1%, Nrf2 block -8%, ATXN viability inactive and TGFb inhibitor -20%.
For CC1Oc2ccccc2N(CC(=O)c2ccc(F)cc2)C1=O (stereo unspecified) the results were A549 tox -2%, ATXN2 expr inh 8%, IL1B secr inh 0, HepG2 tox 0%, Nrf2 activator 0.2%, Nrf2 block -16%, ATXN viability inactive, TGFb inhibitor -16% and MCF10A rereplic -27%.
Screening Cc1ccc([N+](=O)[O-])c(OCCN2CCCCCC2)c1 returned A549 tox -14%, ATXN2 expr inh 2%, IL1B secr inh 0, HepG2 tox 4%, Nrf2 activator -0.8%, Nrf2 block 5%, ATXN viability inactive, TGFb inhibitor 2% and MCF10A rereplic -3%.
`COC(=O)[C@H](Cc1ccccc1)NC(=O)N1CCCCC1` gave A549 tox -8%, ATXN2 expr inh 11%, IL1B secr inh 12, HepG2 tox -7%, Nrf2 activator -0.3%, Nrf2 block 8%, ATXN viability inactive, TGFb inhibitor 0% and MCF10A rereplic 1%.
Screening O=C(COc1ccccc1)NC1CCCN(Cc2ccccc2F)C1 (stereo unspecified) returned A549 tox 1%, ATXN2 expr inh 10%, IL1B secr inh 4, HepG2 tox -10%, Nrf2 activator 2.1%, Nrf2 block 12%, ATXN viability inactive, TGFb inhibitor 0% and MCF10A rereplic 10%.
CCn1c(=O)cc(OCC(=O)NCc2ccccc2OC)c2ccccc21 was read as A549 tox -5%, ATXN2 expr inh inconclusive, HepG2 tox -40%, Nrf2 activator -2.1%, Nrf2 block -13%, ATXN viability inconclusive and TGFb inhibitor inconclusive.
O=C(Nc1ccccc1N1CCCC1)C1CCN(S(=O)(=O)c2ccccc2C(F)(F)F)CC1 was read as A549 tox -4%, ATXN2 expr inh -5%, IL1B secr inh -13, HepG2 tox -5%, Nrf2 activator -0.6%, Nrf2 block -14%, ATXN viability inconclusive, TGFb inhibitor -10% and MCF10A rereplic 21%.
For C[C@H](NS(=O)(=O)c1ccccc1F)C(=O)OCC(=O)Nc1ccc2c(c1)OCCO2 the results were A549 tox 3%, ATXN2 expr inh 11%, IL1B secr inh inconclusive, HepG2 tox 1%, Nrf2 activator 0.2%, Nrf2 block 28%, ATXN viability inactive, TGFb inhibitor 6% and MCF10A rereplic 0%.
Cc1ccc(NS(=O)(=O)c2ccc(-n3cccn3)cc2)cc1C was read as A549 tox 1%, ATXN2 expr inh -6%, IL1B secr inh -7, HepG2 tox 2%, Nrf2 activator 1.3%, Nrf2 block inconclusive, ATXN viability inactive, TGFb inhibitor inconclusive and MCF10A rereplic -1%.
Screening COC(=O)c1c(NC(=O)CS(=O)(=O)c2ccccc2)sc(C)c1C returned A549 tox -7%, ATXN2 expr inh 0%, IL1B secr inh -7, HepG2 tox 2%, Nrf2 activator 1.3%, Nrf2 block 3%, ATXN viability inactive, TGFb inhibitor -9% and MCF10A rereplic 0%.
Screening CCOC(=O)c1cc(-c2ccc(OC)cc2)n(CCC(=O)Nc2ccc(OC)cc2OC)c1C returned A549 tox -26%, HepG2 tox -9%, Nrf2 activator 5.9% and TGFb inhibitor -5%.
Screening Cc1cccnc1NC(=O)C1CC(=O)N(c2ccc3c(c2)OCCO3)C1 (stereo unspecified) returned A549 tox -6%, ATXN2 expr inh 8%, IL1B secr inh 3, HepG2 tox 0%, Nrf2 activator -0.5%, Nrf2 block 14%, ATXN viability inactive, TGFb inhibitor 9% and MCF10A rereplic 1%.
`O=C(NNC1=Nc2ccccc2SC1)c1cccc([N+](=O)[O-])c1` gave A549 tox -9%, ATXN2 expr inh -6%, IL1B secr inh 53, HepG2 tox -1%, Nrf2 activator 21%, Nrf2 block inconclusive, ATXN viability inactive, TGFb inhibitor inconclusive and MCF10A rereplic inconclusive.
COc1cc(C2SC(C)C(=O)N2CCc2ccccc2)cc(OC)c1OC (stereo unspecified) was read as A549 tox -2%, ATXN2 expr inh 6%, IL1B secr inh 7, HepG2 tox -11%, Nrf2 activator -0.6%, Nrf2 block -13%, ATXN viability inactive, TGFb inhibitor -13% and MCF10A rereplic 1%.
`Cc1ccc(Nc2ncc3c(n2)CC(C)CC3=O)c(C)c1` (stereo unspecified) gave A549 tox 2%, ATXN2 expr inh -5%, IL1B secr inh -23, HepG2 tox -3%, Nrf2 activator -0.3%, Nrf2 block inconclusive, ATXN viability inactive, TGFb inhibitor 5% and MCF10A rereplic 1%.
`CCC(C)Sc1cccc(-c2nc3cnccn3c2NC2CCCCC2)c1` (stereo unspecified) gave A549 tox -5%, ATXN2 expr inh inconclusive, IL1B secr inh 0, HepG2 tox -106%, Nrf2 activator -2.0%, Nrf2 block inconclusive, TGFb inhibitor inconclusive and MCF10A rereplic 18µM*.
CCO[C@H]1OC(C(=O)NCc2nc3ccccc3[nH]2)=C[C@@H](c2ccc(C(F)(F)F)cc2)[C@@H]1CCCO was read as A549 tox -28%, ATXN2 expr inh inconclusive, IL1B secr inh inconclusive, HepG2 tox -9%, Nrf2 activator -1.7%, Nrf2 block inconclusive, ATXN viability inconclusive, TGFb inhibitor inconclusive and MCF10A rereplic -18%.
For CCOc1cc(/C=N/Nc2nc(-c3cccs3)c(NC(C)=O)s2)ccc1O the results were A549 tox 1%, ATXN2 expr inh 4%, IL1B secr inh -60*, HepG2 tox 7%, Nrf2 activator 1.5%, Nrf2 block 9%, ATXN viability inactive, TGFb inhibitor -22% and MCF10A rereplic 3%.
Cc1ccc(NC(=S)NN(C)c2nc(C)cnc2C)cc1 was read as A549 tox 2%, ATXN2 expr inh 5%, IL1B secr inh 46, HepG2 tox 0%, Nrf2 activator -0.5%, Nrf2 block 2%, ATXN viability inactive, TGFb inhibitor 4% and MCF10A rereplic -8%.
Screening CC(C)(C)c1ccc(CC(=O)N2CCC2(C)C(=O)NS(=O)(=O)c2cccc(Cl)c2)cc1 (stereo unspecified) returned ATXN2 expr inh 10%, IL1B secr inh 57, HepG2 tox -7%, Nrf2 activator -1.3%, ATXN viability inactive and TGFb inhibitor 1%.
Screening CNc1nnc(CSc2nc(C)cc(C)n2)s1 returned A549 tox 5%, ATXN2 expr inh -3%, IL1B secr inh 4, HepG2 tox 3%, Nrf2 activator 0.2%, ATXN viability inactive, TGFb inhibitor 4% and MCF10A rereplic 28%.
`O=C(/C=C/c1ccc([N+](=O)[O-])cc1)Oc1ccc(/C=N/NC(=O)c2ccncc2)cc1` gave A549 tox -9%, IL1B secr inh 20, HepG2 tox -8%, Nrf2 activator 0.7%, Nrf2 block 8%, ATXN viability inactive, TGFb inhibitor -7% and MCF10A rereplic -8%.

Filtered by structure, those above with a CF3 group
O=C(Nc1ccccc1N1CCCC1)C1CCN(S(=O)(=O)c2ccccc2C(F)(F)F)CC1 was read as A549 tox -4%, ATXN2 expr inh -5%, IL1B secr inh -13, HepG2 tox -5%, Nrf2 activator -0.6%, Nrf2 block -14%, ATXN viability inconclusive, TGFb inhibitor -10% and MCF10A rereplic 21%.
CCO[C@H]1OC(C(=O)NCc2nc3ccccc3[nH]2)=C[C@@H](c2ccc(C(F)(F)F)cc2)[C@@H]1CCCO was read as A549 tox -28%, ATXN2 expr inh inconclusive, IL1B secr inh inconclusive, HepG2 tox -9%, Nrf2 activator -1.7%, Nrf2 block inconclusive, ATXN viability inconclusive, TGFb inhibitor inconclusive and MCF10A rereplic -18%.
